Source: PubChem (Sanford-Burnham Center for Chemical Genomics)
HT1080 viability = HT1080 cell viability loss – fluorescence readout (AID 620); HT1080 viability, fluorescence; higher % means a stronger effect; cytotoxicity, % at 10 µM; hits with a dose series show EC50 in µM; 87,000 tested, 0.42% active; in the data active = cytotoxicity above about 50%;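 note: cells exposed to compound overnight then 4 h with Alamar Blue; 0% = vehicle DMSO and 100% = killing control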
An asterisk follows results filed as active.

compound	HT1080 viability
Cn1cc(CCC(=O)NCc2ccc3c(c2)OCO3)c2ccccc21	1%
Cc1ccccc1CSc1nnc(-c2cccs2)n1Cc1ccco1	-11%
CS(=O)(=O)N1CCN(C/C=C/c2ccccc2)CC1	9%
COc1cccc(-n2c(SCC(=O)Nc3nccs3)nnc2-c2ccoc2C)c1	-6%
O=C(c1ccco1)N1N=C(c2cccs2)CC1c1ccc(F)cc1 (stereo not drawn)	-12%
Cc1cc(=O)oc2cc(OCC(=O)Nc3nnc(CC(C)C)s3)ccc12	9%
CC1=CC(C)C2C(=O)N(c3ccccc3)C(=O)C2C1 (stereo not drawn)	2%
CCc1c2c(nc3cccc(OC)c13)OC(CC)C2 (stereo not drawn)	-27%
O=C(CCN1C(=O)c2ccccc2C1=O)Oc1ccc2ccccc2c1	-7%
O=C(c1ccc(Cl)nc1)N1CCc2ccccc2C1	-3%
Cc1nc([N+](=O)[O-])c(N2CCN(C)CC2)n1Cc1ccccc1	-8%
CC1(C)CC(=O)C(C=NCC2CCN(C(=O)Nc3ccc(Cl)c(Cl)c3)CC2)=C(O)C1	-16%
Cc1cc(C)nc(SCC(=O)N/N=C/c2cccn2-c2ccc(O)cc2)n1	-26%
C=CCn1c(Sc2ccccc2)nc2c1c(=O)[nH]c(=O)n2C	0%
CCN(CC)C(=O)Cn1cnc2sc(C(=O)N3CCN(c4ccc(OC)cc4)CC3)c(C)c2c1=O	22%
COC(=O)c1cc(COc2ccc3c4c(c(=O)oc3c2)CCC4)c(C)o1	-17%
CCCn1c(SCC(=O)Nc2cc(Cl)ccc2OC)n[nH]c1=O	7%
CNC(=O)C(Sc1nc(C)nc2c1oc1ccccc12)C(C)=O (stereo not drawn)	-2%
CCOC(=O)C1=NN(N=O)C2(CC(=O)N(c3cc(C)cc(C)c3)C2=O)C1 (stereo not drawn)	-7%
Cc1ccccc1N1CCN(c2ncnc3scc(-c4cccs4)c23)CC1	-13%
CCn1c(=O)c(C(=O)CN(C)Cc2cccc(OC)c2OC)c(N)n(Cc2ccccc2)c1=O	-6%
O=S(=O)(c1ccc(F)cc1)N1CCN(c2ccccc2)CC1	18%
COc1nc(-c2ccccc2)c2c(c1C#N)CC(C)(C)OC2	-13%
O=C(Cc1csc(N2CCOCC2)n1)N/N=C/c1ccc(F)cc1	26%

An excerpt taken from the entries so far, for reference:
compound	HT1080 viability
CC1=CC(C)C2C(=O)N(c3ccccc3)C(=O)C2C1 (stereo not drawn)	2%
CCc1c2c(nc3cccc(OC)c13)OC(CC)C2 (stereo not drawn)	-27%
O=C(CCN1C(=O)c2ccccc2C1=O)Oc1ccc2ccccc2c1	-7%
O=C(c1ccc(Cl)nc1)N1CCc2ccccc2C1	-3%
Cc1nc([N+](=O)[O-])c(N2CCN(C)CC2)n1Cc1ccccc1	-8%
CC1(C)CC(=O)C(C=NCC2CCN(C(=O)Nc3ccc(Cl)c(Cl)c3)CC2)=C(O)C1	-16%
Cc1cc(C)nc(SCC(=O)N/N=C/c2cccn2-c2ccc(O)cc2)n1	-26%
C=CCn1c(Sc2ccccc2)nc2c1c(=O)[nH]c(=O)n2C	0%
CCN(CC)C(=O)Cn1cnc2sc(C(=O)N3CCN(c4ccc(OC)cc4)CC3)c(C)c2c1=O	22%
COC(=O)c1cc(COc2ccc3c4c(c(=O)oc3c2)CCC4)c(C)o1	-17%
CCCn1c(SCC(=O)Nc2cc(Cl)ccc2OC)n[nH]c1=O	7%
CNC(=O)C(Sc1nc(C)nc2c1oc1ccccc12)C(C)=O (stereo not drawn)	-2%
CCOC(=O)C1=NN(N=O)C2(CC(=O)N(c3cc(C)cc(C)c3)C2=O)C1 (stereo not drawn)	-7%
Cc1ccccc1N1CCN(c2ncnc3scc(-c4cccs4)c23)CC1	-13%
CCn1c(=O)c(C(=O)CN(C)Cc2cccc(OC)c2OC)c(N)n(Cc2ccccc2)c1=O	-6%
O=S(=O)(c1ccc(F)cc1)N1CCN(c2ccccc2)CC1	18%
COc1nc(-c2ccccc2)c2c(c1C#N)CC(C)(C)OC2	-13%
O=C(Cc1csc(N2CCOCC2)n1)N/N=C/c1ccc(F)cc1	26%

Continuation:
compound	HT1080 viability
CCc1ccc(C(=O)N2CCC(c3nc4ccccc4s3)CC2)cc1	-27%
CCCCN(CC)S(=O)(=O)c1ccccc1	4%
O=C(CS(=O)c1ccc(C(F)(F)F)cc1[N+](=O)[O-])Oc1ccccc1 (stereo not drawn)	-11%
CC1CCN(S(=O)(=O)N2CCC(C(=O)NCCN3CCOCC3)CC2)CC1	2%
CN(C)S(=O)(=O)N(CC(=O)Nc1ccccc1)c1ccccc1	0%
CC(C)(C)CC(=O)Nc1nnc(C(F)(F)F)s1	5%
O=CNCCCc1nc2ccccc2n1Cc1cccc2ccccc12	9%
COc1c(S(=O)(=O)NCCN2CCOCC2)ccc(Cl)c1Cl	-1%
CCN(CC)C(=O)Cn1c(=O)n(C)c2ccccc21	-5%
O=C(Cc1ccccc1)N[C@@H](Cc1ccccc1)c1nc2ccccc2[nH]1	-13%
CCOc1ccc(-c2cc(CCCC(=O)NCCc3ccccc3)no2)cc1	4%
COc1ccc(-c2nc(-c3ccccc3)c(-c3cc([N+](=O)[O-])ccc3C)[nH]2)cc1O	11%
CC(=O)N1[C@H](Cc2ccccc2)C=C[C@]1(C)C(=O)NCc1ccc(C)o1	-3%
Cc1ccc(N(C)C(=O)N2CCN(S(=O)(=O)c3c(C)cc(C)cc3C)CC2)cc1	-10%
CNC(=O)c1cc2cc(OC)ccc2n1CCN(Cc1ccccc1)Cc1ccccc1	-12%
O=C(NCc1ccccn1)C1CCN(S(=O)(=O)N2CCC3(CC2)OCCO3)CC1	4%
C=CCN1C(=O)S/C(=C/c2ccsc2)C1=O	3%
C=CC[n+]1c(-c2ccc(C)cc2)csc1NNC(=O)Nc1ccccc1	-18%
COC(=O)c1ccc(C(/C=C/[C@@H](C)CO)NC(=O)OCc2ccccc2)cc1 (stereo partly drawn)	4%
CCN1C(=O)/C(=C/c2cccs2)N(C)C1=S	10%
CCc1ccc(N(C(=O)c2csnn2)C(C(=O)NCc2ccccc2)c2ccco2)cc1 (stereo not drawn)	-13%
COc1ccc(-c2nc(CSCC(=O)NC3CCCc4ccccc43)c(C)o2)cc1OC (stereo not drawn)	11%
c1ccc(-c2c(-c3ccccc3)n(Cc3ccco3)c3ncnc(NCCCn4ccnc4)c23)cc1	9%
Cc1c(NC(=O)c2ccccc2N(C)S(=O)(=O)c2ccccc2)c(=O)n(-c2ccccc2)n1C	5%
CCOC(=O)C1=C(C)NC2=C(C(=O)C(C(=O)OCC)C(c3cccc(OC)c3)C2)C1c1ccccn1 (stereo not drawn)	-2%
O=C(OCCN1CCCCC1)c1ccc(Cl)cc1	0%
Cc1cc(NC(=O)CSc2nnc(C3CC3)n2Cc2ccccc2)no1	20%
COc1ccc(N2CCN(CC(O)COc3ccc4c(c3)CCC4)CC2)cc1 (stereo not drawn)	17%
O=C(CSc1nnc(COc2cccc3cccnc23)o1)N1CCN(C(=O)c2ccco2)CC1	10%
O=C(c1ccccc1)c1c[nH]cc1-c1ccccc1	-8%
CNC(=O)C(=O)NCCc1ccc(Cl)cc1	5%
O=C(c1ccc2ncsc2c1)N1CCN(c2ccc(O)cc2)CC1	-6%

Remaining list, next part:
SMILES | HT1080 viability
COc1ccc(/C=N/n2c(=S)n(C)c3ccccc32)cc1OC | -13%
CCN(CC)S(=O)(=O)c1ccc(OC)nc1 | -6%
C=CCn1c(SCC(=O)O)nnc1-c1ccccc1 | -5%
CCCNC(=S)N1CCC(NC(=O)C2CCCCC2)CC1 | -1%
COc1cccc(-c2nc(-c3ccc(NC(=O)c4ccncc4)cc3)no2)c1 | -10%
CC1CN(C(=O)COc2ncnc3ccccc23)CC(C)O1 (stereo not drawn) | -3%
N#C/C(=C(\O)Cc1ccccc1)c1nc2ccccc2[nH]1 | 14%
CCC1Oc2ccccc2N(CC(=O)NCCc2ccc(OC)c(OC)c2)C1=O (stereo not drawn) | -6%
Cc1nc2ccc(-c3nc4ccccc4o3)cc2[nH]1 | -6%
O=C(c1ccc(O)cc1)c1ccc(C(=O)c2ccc(O)cc2)cc1 | 8%
O=C(CN1N=C(C(F)(F)F)CC1(O)c1ccc([N+](=O)[O-])cc1)c1ccccc1 (stereo not drawn) | 0%
COc1cccc(NC(=O)N2CCCC(C(=O)NCc3ccc(F)cc3)C2)c1 (stereo not drawn) | 10%
COC(=O)/C(=C/Nc1ccc(O)cc1)[N+](=O)[O-] | -2%
O=C(COc1ncnc2scc(-c3ccc(F)cc3)c12)NCc1ccco1 | -6%
COc1cccc(C(=O)Oc2cc(-c3ccccc3)no2)c1 | -8%
Cc1ccc(S(=O)(=O)N2CN(Cc3ccco3)c3nc4ccccc4nc32)cc1C | -4%
Cc1ccc(C(c2nnnn2C2CCCC2)N2CCN3CCCC3C2)cc1 (stereo not drawn) | -18%
O=S(=O)(NCc1cccnc1)c1ccc2c(c1)OCCO2 | 5%
CCOc1cc(C2NC(=O)NC(C)=C2C(=O)NCc2ccccc2)c(Cl)cc1O (stereo not drawn) | -4%
CCCCC(C)n1[nH]c(=O)cc1N (stereo not drawn) | 0%
COC(=O)c1ccc(C(NC(=O)OCc2ccccc2)/C(C)=C/[C@@H](C)C(=O)N2CCN(C)CC2)cc1 (stereo partly drawn) | 3%
Cc1ccc(C)c(NC(=S)NCc2cccn2C)c1 | 11%
CCNc1nc2ccccc2[nH]1 | -5%
CCCCNC(=O)Nc1c(C(=O)OC)[nH]c2ccc(C)cc12 | 5%
CCS(=O)(=O)N1CCC(NC(=O)c2cc(OC)cc(OC)c2)CC1 | -3%
O=C(NCc1ccc(F)cc1)C1CCCN(S(=O)(=O)c2cccc3nsnc23)C1 (stereo not drawn) | -1%
CC(=NCCCN(C)C)C1=C(O)c2ccccc2C1=O | 10%
Cc1nc(NC(N)=S)sc1C(=O)Nc1ccccc1 | -10%
COC(=O)[C@@]1(Cc2ccccc2)[C@H]2c3cc(C(=O)N4CCCC4)n(Cc4cc(F)cc5c4OCOC5)c3C[C@H]2CN1C(=O)c1ccccc1 | 13%
OCCN(CCO)CC(O)COc1ccc2c(c1)OCO2 (stereo not drawn) | -5%
Cc1ccc(C(=O)Nc2nc(=O)n(C(=O)c3ccccc3C)s2)cc1 | -4%
S=c1[nH]nc(-c2ccc(Cl)cc2)n1CC1CCCO1 (stereo not drawn) | -6%
CC1=CC(C)(C)N(C(=O)CSc2ncn[nH]2)c2ccc(C)cc21 | -2%
O=C(CN1CCOCC1)Nc1nc2ccc(Br)cc2s1 | 23%
N#CC1=C(N)N(c2ccccc2)C2=C(C(=O)CCC2)C1c1ccccc1 (stereo not drawn) | -1%
CCOC(=O)c1ccc(NC(=O)CSc2nnc(C3CCCCC3)n2C)cc1 | -7%
O=C(Nn1c(Cc2cccs2)nc2ccccc2c1=O)c1ccc(F)c(F)c1 | 20%
COC(=O)Nc1sc2c(c1C(=O)NC1CC1)CCCCCC2 | 2%
CC1CCCCC1NC(=O)COn1nnc2ccc(Cl)cc21 (stereo not drawn) | -4%
CS(=O)(=O)N1CCN(c2ccccc2NC(=O)c2cccc3ccccc23)CC1 | -3%
CN1CCc2c(c3c(n2C)CCN(C)C3c2ccc(F)cc2)C1c1ccc(F)cc1 (stereo not drawn) | -4%
O=C1NC(=O)C(Nc2cccc3ccccc23)S1 (stereo not drawn) | -14%
CN(CCOc1ccccc1)c1ccc(S(=O)(=O)N2CCCCC2)cn1 | 1%
O=C(/C=C/NNC(=O)c1cccc(Br)c1)c1ccccc1 | 15%
CCCNC(=O)N[C@@H](Cc1ccccc1)C(=O)OC | -8%
Cc1ccc(/C=C/C2=NN(Cc3ccc(Cl)c(Cl)c3)C(=O)CC2)cc1 | 2%
Cc1ccc(S(=O)(=O)/C(C#N)=C/c2c(N3CC(C)OC(C)C3)nc3c(C)cccn3c2=O)cc1 (stereo not drawn) | -14%
Cc1occc1C(=O)NCc1ccc(C(=O)O)o1 | 4%
CNC(=O)c1sccc1SCc1ccc(Cl)cc1Cl | 5%
COc1ccccc1NC(=O)CSc1nc2n[nH]c(C)c2c(=N)n1-c1ccccc1Cl | -25%
N#CC(C#N)=C1CCc2ccccc2N1 | -2%
CC(=O)c1cc(F)c(N2CCCCCC2)cc1C | 0%
CCCCN(C)C(=O)CSc1nc(NCc2ccc(OC)cc2)c2ccccc2n1 | 22%
COC(=O)c1cc(OC)ccc1-c1ccc(OC)cc1 | 9%
CC(C)CCn1c(-c2nonc2N)nc2ccccc21 | -7%
CC1(C)C(c2cccs2)=[N+]([O-])C2(CCCCC/C2=N\NC(N)=O)N1O (stereo not drawn) | -1%
Cc1cnc(C(=O)OCC(=O)NCCc2ccccc2)cn1 | 21%
COC(=O)c1ccc(NC(=O)CN2CCN(c3ccccc3C)CC2)cc1 | -8%
CCNC(=O)CN(c1ccc(C)cc1)S(=O)(=O)c1ccccc1 | -2%
CC(C)c1ccc(CN2CC(C(=O)O)CC2=O)cc1 (stereo not drawn) | 13%

The list continues.
SMILES | HT1080 viability
CCCn1c(SCC(=O)Nc2ccccc2N2CCOCC2)nc2c1c(=O)n(C)c(=O)n2C | 10%
COc1cc2cc(CN(CCO)S(=O)(=O)c3ccccc3)c(=O)[nH]c2cc1OC | -5%
CCOC(=O)c1cc(NC(=O)C2C3CCC(O3)C2C(=O)O)cc(C(=O)OCC)c1 (stereo not drawn) | 11%
COC(Cn1c(C)c(C(C)=O)c(C(C)=O)c1C)OC | 28%
Cc1cc(=O)n2[nH]cc(C(=O)O)c2n1 | -16%
Cc1ccc(Cl)cc1N1CCN(S(C)(=O)=O)CC1 | 6%
CC(C)[C@H](N)c1nnc(SCC(=O)c2ccc(Cl)cc2)o1 | -4%
CC(C)(C)OC(=O)C1C(=O)CC(C)(O)C(C(=O)OC(C)(C)C)C1c1ccco1 (stereo not drawn) | 2%
N#CC1=C(N)Oc2cc(Nc3ccccc3)ccc2C1c1ccncc1 (stereo not drawn) | 12%
CCSc1nnnn1-c1ccccc1 | 11%
CCOc1ccc(C(C)=O)cc1N1C(=O)C2C(C1=O)C1C=CC2C12CC2 (stereo not drawn) | 2%
O=S(=O)(c1ccc(Cl)cc1)N1CCC(n2cnc3cc(C(F)(F)F)ccc32)CC1 | -8%
COc1ccc(-n2nnnc2-c2ccccc2)cc1 | 59%*
Cc1ccc(C)c(NC(=S)N2CCC(N(C)CC3CCCO3)CC2)c1 (stereo not drawn) | 1%

An excerpt. The share of hits here may be higher or lower than overall.
